# Assay outcomes (PubChem BioAssay)
# All columns: NCI-60 one-dose screen, growth in % after 48 h at 10 µM unless noted; 100 = growth as untreated, 0 = no growth, -100 = all killed.
# HT29 = HT29 colon cancer; 7.4% of 81,000 active
# NCI-H226 = NCI-H226 lung cancer; 3.5% of 79,000 active; AID 1794732
# NCI-H322M = NCI-H322M lung cancer | 2.7% of 80,000 active | AID 1794733
# COLO 205 = COLO 205 colon cancer | 7.3% of 79,000 active
# NCI/ADR-RES = NCI/ADR-RES ovarian cells. AID 1794790. 4.4% of 81,000 active
# NCI-H460 = NCI-H460 lung cancer; 6.8% of 82,000 active; AID 1794736
# NCI-H522 = NCI-H522 lung cancer. 8% of 78,000 active. AID 1794739
# HCT-15 = HCT-15 colon cancer; 5.2% of 82,000 active
# HCT-116 = HCT-116 colon cancer | 7.3% of 82,000 active
# An asterisk follows results filed as active; · = no result given; [ ] = remark or other dose. Rule for the calls: active = growth percent below 10; inactive = the rest.
SMILES,HT29,NCI-H226,NCI-H322M,COLO 205,NCI/ADR-RES,NCI-H460,NCI-H522,HCT-15,HCT-116
CCCCCCCCCCCCCCCC1=NC(C)(C)CN1C(C)C,-50.0*,-5.4*,34.6,-64.6*,-22.0*,-53.7*,-68.1*,-63.5*,-73.5*
Cc1oc2c(Cc3ccc(NC(=O)c4ccc(Cl)cc4)cc3)ncnc2c1C(=O)NO,89.6,86.4,93.1,106.7,98.2,97.3,70.7,103.2,98.0
C=C(CNCCc1ccc(O)cc1)[C@@H]1CC[C@]2(COC3CCCCO3)CC[C@]3(C)[C@H](CC[C@@H]4[C@@]5(C)CCC(NCCO)C(C)(C)[C@@H]5CC[C@]43C)[C@@H]12 (stereo partly drawn),-90.3*,-54.2*,-96.5*,·,-79.3*,-79.9*,-77.3*,-93.5*,-95.3*
CCCCC/C=N/Nc1nc(C)cc(=O)[nH]1,104.5,97.5,100.0,121.0,99.9,107.4,112.4,115.6,101.4
C=CCn1c(C)nc2cc(Nc3nc(N4CCOCC4)nc4ccccc34)ccc21,65.3,92.7,107.3,99.0,76.4,90.9,106.2,90.3,92.4
O=C(/N=C/C(Cl)(Cl)Cl)Nc1ccc(Cl)cc1,89.8,106.1,88.1,118.5,97.0,107.9,71.5,94.5,118.2
Cn1ccnc1CN1CCSC(C(=O)Nc2ccccc2)C1 (stereo not drawn),95.1,87.1,88.7,112.3,92.7,94.8,85.6,95.4,96.2
COc1cc(/C=C/C(=O)c2cc(OC)c(OC)c(OC)c2)ccc1OCc1ccc(F)cc1,4.3*,49.5,49.7,70.0,20.0,54.0,56.4,16.0,5.6*
CC(=O)Nc1nc(C)c(C(=O)N/N=C/c2ccco2)s1,96.8,92.6,128.1,108.8,102.9,114.0,125.1,103.0,98.7
C=C1C(=O)O[C@H]2[C@H]1CC/C(COC(=O)/C=C/c1cccnc1)=C\CC[C@@]1(C)O[C@@H]21,11.1,38.5,93.6,-46.0*,54.5,77.4,-43.5*,3.0*,-66.3*
NS(=O)(=O)c1ccc(NC(=O)Nc2nccs2)cc1,107.7,91.3,98.6,119.6,103.8,101.1,83.7,104.5,98.5
C=C1CC[C@@H]2[C@](C)(COC(C)=O)[C@H](OC(C)=O)CC[C@@]2(C)[C@@H]1CC(NCCCCCCCCCCCCCCCCCC)C1=CCOC1=O (stereo partly drawn),103.3,92.1,102.7,103.8,101.3,105.9,98.0,117.1,105.0
CCN1CCN(CC(=O)NC23CC4CC(CC(C4)C2)C3)C(=O)c2ccccc2C1=O,101.2,92.0,99.0,121.8,95.1,98.6,99.6,98.8,97.3
CN(C)CCC(=O)c1c[nH]c2ccccc12,101.1,105.1,94.0,111.4,110.4,112.8,91.8,110.4,103.1
CSc1nc2ccc(C)cc2cc1/C=C1/C=C(c2ccccc2)NC1=O,57.6,69.4,65.8,69.8,51.6,19.2,67.6,57.4,9.3*
N#Cc1nn(CCCl)c(=O)c2ccccc12,89.8,105.6,90.5,113.1,109.4,117.3,84.3,103.2,97.7
FC(F)(F)c1ccc(-c2cnc(Cl)nc2NCc2cc(C(F)(F)F)cc(C(F)(F)F)c2)cc1,21.3,7.7*,37.8,-51.1*,12.5,3.5*,-4.2*,8.1*,4.5*
CCOC(=O)c1ccc(NC(=O)NC2=NCCS2)cc1,106.1,13.5,77.7,102.9,·,19.5,20.8,59.3,93.0
NC(N)=NS(=O)(=O)c1ccc(N=Nc2c(N)nn(-c3ccc([N+](=O)[O-])cc3[N+](=O)[O-])c2N)cc1,104.8,93.3,92.9,106.3,99.3,107.3,97.2,99.9,100.5
CC1(C)C(=O)/C(=C\c2ccco2)C[C@]2(C)[C@H]3CC[C@@H]4[C@@H](C(=O)/C=C/c5ccco5)CC[C@@]4(C)[C@]3(C)CC[C@@H]12,75.7,103.0,105.5,-80.2*,95.1,98.7,92.4,79.6,61.8
CCN1C2CCC1/C(=C\c1ccc(OC)cc1OC)C(=O)/C2=C/c1ccc(OC)cc1OC,27.9,70.3,75.7,58.0,66.3,55.5,70.7,55.0,42.7
N#CSCCSC#N,105.0,103.9,116.2,119.4,111.8,108.7,·,109.1,·
C/C(=N\N=C1\SCC(=O)N1c1ccccc1)c1cc2ccccc2oc1=O,103.7,87.2,105.5,113.1,105.3,110.9,99.7,100.5,101.9
O=C(NCCCCC(NC(=O)c1ccccc1)C(=O)O)OCc1ccccc1 (stereo not drawn),110.6,108.4,105.1,113.9,107.4,122.0,87.0,93.8,103.2
CCOC(=O)c1cc(C(=O)OCC)[nH]n1,108.2,100.1,84.9,109.3,106.2,107.5,104.9,104.0,96.9
CCOC(=O)C1(CCC(=O)OCc2ccccc2)CCCCC1=O (stereo not drawn),118.6,102.0,127.8,110.8,111.1,107.5,111.9,108.9,106.4
Nc1nc(N)c(N=Nc2ccc(C(=O)O)cc2)c(=O)[nH]1,·,118.8,106.3,103.3,115.3,116.0,100.4,102.6,102.3
C=C(C)[C@@H]1CC[C@]2(C(=O)OC)CC[C@]3(C)[C@H](CC[C@@H]4[C@@]5(C)CC[C@H](NC(=O)OC(C)(C)C)C(C)(C)[C@@H]5CC[C@]43C)[C@@H]12,81.0,69.8,85.7,85.0,91.4,85.5,76.7,85.4,77.0
CC(C)=CCC/C(C)=C/CC/C(C)=C/CSC[C@H](NC(=O)CCCCCN1CCN(C)CC1)C(=O)NC1CCCCCC1,-48.3*,82.1,88.7,-71.0*,72.3,2.8*,59.8,0.1*,-61.0*
Cc1ccc(=O)n(-c2ccc(C3=NCCCN3)cc2)c1,88.0,92.9,98.3,105.2,95.8,103.1,76.4,104.3,79.2
O=S(=O)(Nc1ccc(Cl)nn1)c1ccc(NC(=S)/N=C2\Cc3n[nH]c(=S)n3N2)cc1,112.5,95.2,108.6,114.4,102.7,106.7,95.1,106.9,105.4
Cc1nc(=O)c2c3ccc(O)cc3sc2n1Cc1ccccc1,107.9,101.8,98.5,102.3,100.8,103.3,90.0,101.4,102.0
CC(C)(C)c1ccc(CN2C(=O)c3c(ccc(O)c3-c3ccc(C(F)(F)F)cc3)C2C(=O)O)cc1 (stereo not drawn),67.9,103.1,92.4,83.5,99.1,107.1,42.5,99.2,99.8
O=C1/C=C/[C@@H](O)[C@@H]2C[C@@H](O)C[C@H]2/C=C/CCC[C@H](CO)O1,·,-63.4*,41.7,-71.6*,15.9,45.1,·,26.2,2.1*
NC(=S)NNC(=O)c1cccnc1,94.1,100.6,93.4,·,105.9,104.5,69.7,99.0,96.8
CCCn1nc(C(=O)N2CCCCC2)c2c1CCC(N1CCC(c3ccncc3)CC1)C2 (stereo not drawn),100.3,116.0,107.7,115.5,100.9,110.2,90.5,104.9,99.4
Cc1nc2oc3ccccc3c(=O)c2cc1C(=O)NCc1ccccc1,94.1,104.9,76.2,39.9,55.4,32.2,86.4,70.2,59.8
O=C1CCC23OC=CC2C2(Nc4ccccc4NC2=O)c2c(Cl)cccc2N13 (stereo not drawn),100.6,105.8,103.1,112.7,93.5,114.0,84.6,102.9,89.4
COc1ccccc1OCC(O)CN1CCN(CC(=O)Nc2c(C)cccc2C)CC1 (stereo not drawn),101.5,99.0,102.7,103.6,98.4,113.7,73.6,97.1,89.4
NC(N)=N/N=C/c1ccc(Br)cc1,9.6*,72.1,98.6,·,28.2,14.3,40.0,23.4,-26.3*
COc1cc(/C=C/C(=O)c2cccs2)ccc1OCc1ccc(Cl)nc1,97.3,86.8,85.9,98.1,69.6,83.6,86.1,62.5,75.1
CC1=C(C(=O)c2ccccc2)C(c2ccc3c(c2)OCO3)NC(=S)N1 (stereo not drawn),18.5,66.5,67.7,47.6,43.3,8.1*,38.3,33.7,20.1
c1c2c(cc3c1CCCC3)CCCC2,103.4,104.3,91.8,109.7,109.8,104.5,100.5,97.8,95.7
CC1CN(Cc2ccccc2)C(=S)NC1=O (stereo not drawn),·,105.8,123.6,114.3,101.5,113.4,96.6,102.1,105.3
COC(=O)c1cc(C(C)=O)ccc1O,118.1,109.5,105.4,106.9,116.5,113.4,111.8,106.2,101.3
O=c1ccn(C2OC(CO)C(O)C2F)c(=O)[nH]1 (stereo not drawn),103.7,100.7,117.3,127.6,98.5,112.9,109.0,112.1,108.1
COc1ccc(-c2nc(SCCC(C)C)nc(N3CCOCC3)c2C#N)cc1,85.3,101.1,100.9,112.8,95.7,101.5,79.3,88.6,84.5
Nc1c(C(=O)N/N=C\c2ccc(OC(F)F)c(Oc3ccccc3)c2)cnn1CC(O)c1ccccc1 (stereo not drawn),65.6,·,86.6,·,69.8,60.2,77.4,47.2,60.0
OCc1nc2ccccc2s1,100.3,88.0,·,109.7,105.0,103.4,83.8,100.1,92.6
O=C(Nc1cccc(F)c1)Nc1cccc(Cl)c1,90.9,101.9,94.8,93.6,89.1,56.0,90.5,82.9,92.3
C=C(C)[C@@H]1CC[C@]2(C(=O)O)CC[C@]3(C)[C@H](CC[C@@H]4[C@@]5(C)CCC(=O)NC(C)(C)[C@@H]5CC[C@]43C)[C@@H]12,106.9,102.2,97.7,118.7,104.6,100.9,90.9,100.3,101.2
NNCCc1ccc(NC(=O)CCCc2ccc(C(=O)Nc3ccccc3N)cc2)cc1,51.1,74.3,87.0,75.6,85.0,66.3,13.1,96.8,41.6
Cc1ccc(C(=O)CSc2nc(-c3ccc(Br)cc3)c(C#N)c(=O)[nH]2)cc1,93.9,100.6,100.0,102.3,97.5,101.6,90.0,104.9,95.9
CC(C(N)=O)N1CCN(c2ccc(Cl)cc2)CC1 (stereo not drawn),98.6,100.7,100.7,105.0,100.4,102.4,90.5,112.7,97.2
O=C(O)C(O)c1cccc([N+](=O)[O-])c1 (stereo not drawn),84.2,103.9,123.4,104.4,99.4,95.1,83.7,106.6,99.6
Cc1ccc2c(c1)=C/C(=C\c1cc(-c3ccccc3)[nH]c1O)C(=O)N=2,7.8*,69.5,82.2,33.1,43.7,25.6,27.0,26.7,17.6
CC(C)(C)c1cc(CNC2CCCCC2)c(O)c(CNC2CCCCC2)c1,47.8,97.4,118.3,80.9,85.8,109.8,97.8,92.2,73.1
O=C(CN1C(=O)S/C(=C\c2ccccc2)C1=O)Nc1ncc(Cc2ccccc2Cl)s1,108.9,95.7,95.9,112.6,96.2,109.9,81.0,92.3,94.5
COc1ccc(-c2nc(C#N)c(NCC(c3ccccc3OC)N(C)C)o2)cc1 (stereo not drawn),62.0,85.0,96.5,81.7,97.5,38.1,99.2,45.1,41.0
Cc1[nH]c(-c2nc3ccccc3[nH]2)c(C)c1C(=O)NC(C)C1CCCCC1 (stereo not drawn),94.8,81.1,89.1,-60.3*[100 µM],85.5,98.1,80.9,69.0,85.5

# Going on with the list.
SMILES,HT29,NCI-H226,NCI-H322M,COLO 205,NCI/ADR-RES,NCI-H460,NCI-H522,HCT-15,HCT-116
COc1cccc(C2S/C(=C\C3C=Nc4ccccc43)C(=O)N2n2cnnc2)c1 (stereo not drawn),101.5,88.7,92.2,·,95.9,102.8,97.6,103.1,89.7
O=C(COc1ccc(NC(=O)Nc2ccc(Cl)c(Cl)c2)cc1)N=Nc1c(O)[nH]c2ccc(Cl)cc12,-30.1*,-42.8*,-6.0*,-54.4*,85.2,14.1,-55.8*,30.6,-53.5*
Cn1c(/C=C/[N+](=O)[O-])cc2ccccc21,-53.2*,4.8*,104.6,12.5,59.5,62.7,70.5,-56.7*,-74.0*
c1ccc2sc(SSN3CC4CCC(CC4)C3)nc2c1,113.6,100.2,96.0,128.4,108.4,114.7,28.9,110.1,102.6
O=C(Nc1ccc(F)cc1F)c1cc(F)ccc1O,93.4,4.0*,-6.7*,81.1,6.3*,7.5*,-6.2*,12.4,12.8
Cc1cccc(C/C=C/C(=O)c2ccc3c(c2)Nc2ccccc2S3)c1,76.0,44.3,70.9,111.8,66.5,82.8,80.1,79.9,87.6

# Arranged by formula weight (low to high): eleven of the compounds above
SMILES,HT29,NCI-H226,NCI-H322M,COLO 205,NCI/ADR-RES,NCI-H460,NCI-H522,HCT-15,HCT-116
c1c2c(cc3c1CCCC3)CCCC2,103.4,104.3,91.8,109.7,109.8,104.5,100.5,97.8,95.7
NC(N)=N/N=C/c1ccc(Br)cc1,9.6*,72.1,98.6,·,28.2,14.3,40.0,23.4,-26.3*
O=c1ccn(C2OC(CO)C(O)C2F)c(=O)[nH]1 (stereo not drawn),103.7,100.7,117.3,127.6,98.5,112.9,109.0,112.1,108.1
O=C(Nc1ccc(F)cc1F)c1cc(F)ccc1O,93.4,4.0*,-6.7*,81.1,6.3*,7.5*,-6.2*,12.4,12.8
CC(=O)Nc1nc(C)c(C(=O)N/N=C/c2ccco2)s1,96.8,92.6,128.1,108.8,102.9,114.0,125.1,103.0,98.7
Cc1nc(=O)c2c3ccc(O)cc3sc2n1Cc1ccccc1,107.9,101.8,98.5,102.3,100.8,103.3,90.0,101.4,102.0
CC(C)(C)c1cc(CNC2CCCCC2)c(O)c(CNC2CCCCC2)c1,47.8,97.4,118.3,80.9,85.8,109.8,97.8,92.2,73.1
C/C(=N\N=C1\SCC(=O)N1c1ccccc1)c1cc2ccccc2oc1=O,103.7,87.2,105.5,113.1,105.3,110.9,99.7,100.5,101.9
CCN1CCN(CC(=O)NC23CC4CC(CC(C4)C2)C3)C(=O)c2ccccc2C1=O,101.2,92.0,99.0,121.8,95.1,98.6,99.6,98.8,97.3
CCN1C2CCC1/C(=C\c1ccc(OC)cc1OC)C(=O)/C2=C/c1ccc(OC)cc1OC,27.9,70.3,75.7,58.0,66.3,55.5,70.7,55.0,42.7
COc1cc(/C=C/C(=O)c2cc(OC)c(OC)c(OC)c2)ccc1OCc1ccc(F)cc1,4.3*,49.5,49.7,70.0,20.0,54.0,56.4,16.0,5.6*
